TRHR ag: activates the human TRH receptor; hit rate 0.18% among 360,000; activation, % at 2 µM; P34981; TRHR cells, calcium flux fluo-8, FDSS agonist mode; in the data active means activation above about 30%; further: 0% is about no effect
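Read-out: compound-evoked intracellular calcium rise in TRHR cells, fluo-8 dye, kinetic FDSS fluorescence at 1 s/cycle following a 10-cycle baseline. Cells cultured overnight before dye loading (30 min–1.5 h, RT).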
Pin1 inh: inhibitors of human Pin1 | Q13526 | Pin1 FP peptide displacement, HiFluor488, 10 min | Potency, µM (doses to about 115 µM), for the others: at the highest dose activity, negative = inhibition, actives largely listed as inhibitors | hit rate 0.009% among 390,000 | AID 504891; active means well fitted inhibition curve with a large enough effect in the polarisation, with a control signal flat, not every such curve was filed as active; inconclusive means small, poorly fitted or top-dose-only effect, or effect the other way, or a change in a side signal; inactive means no such curve, though single readings can be large or run the other way; the % refers to the polarisation; further: potency means the concentration at half of the fitted maximal effect; on the % scale 0 is the no-effect control and ±100 the full control effect
Target sequence (Q13526 whole entry, looked up): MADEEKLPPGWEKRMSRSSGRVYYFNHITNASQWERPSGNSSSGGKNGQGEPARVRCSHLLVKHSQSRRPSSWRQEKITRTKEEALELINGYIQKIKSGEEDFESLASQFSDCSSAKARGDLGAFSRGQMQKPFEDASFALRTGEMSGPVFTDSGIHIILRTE
mIDH1 inhibitor: blocks human mutant IDH1 R132H enzyme; O75874; AID 602179; Potency, µM (titrated, usually from 76.6 µM), without a hit: at the top dose activity change, negative = inhibition, hits mostly inhibitors; hit rate 0.093% among 390,000; IDH1-R132H enzyme, NADPH consumption, diaphorase/resazurin fluorescence; further: potency means the concentration at half of the fitted maximal effect; on the % scale 0 is the no-effect control and ±100 the full control effect; nearly all actives have a fitted effect of over 65% in size
Target sequence (O75874 whole entry R132H, stated change not applied): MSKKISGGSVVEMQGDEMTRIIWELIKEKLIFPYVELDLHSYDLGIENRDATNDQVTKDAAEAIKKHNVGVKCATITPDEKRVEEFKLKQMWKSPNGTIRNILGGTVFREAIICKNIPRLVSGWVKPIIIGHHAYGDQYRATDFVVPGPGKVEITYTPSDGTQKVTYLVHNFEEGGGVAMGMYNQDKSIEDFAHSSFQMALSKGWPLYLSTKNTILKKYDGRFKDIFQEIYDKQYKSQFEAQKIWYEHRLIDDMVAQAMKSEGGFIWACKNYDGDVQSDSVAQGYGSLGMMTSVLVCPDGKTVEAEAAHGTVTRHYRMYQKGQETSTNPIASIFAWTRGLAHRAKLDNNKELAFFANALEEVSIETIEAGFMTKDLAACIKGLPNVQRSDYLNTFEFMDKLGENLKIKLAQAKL
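IDH1-R132H (0.5 ug/mL) preincubated 30 min with compound, then NADPH (0.016 mM) and alpha-KG (2 mM) added; 80 min at RT, pH 7.5. Remaining NADPH coupled via diaphorase/resazurin to fluorescence (540/590 nm); concentration-response curves normalized to no-enzyme control.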
TrxR1 substrate: rat thioredoxin reductase 1 substrate activity | hit rate 0.01% among 390,000 | O89049 | Potency, µM (doses to about 114 µM), for inactives: at the highest dose activity change, negative = substrate turnover | purified TrxR1 substrate turnover, NADPH consumption readout; further: potency means the concentration at half of the fitted maximal effect; on the % scale 0 is the no-effect control and ±100 the full control effect; nearly all actives have a fitted effect of over 50% in size
Target sequence (O89049 whole entry, looked up): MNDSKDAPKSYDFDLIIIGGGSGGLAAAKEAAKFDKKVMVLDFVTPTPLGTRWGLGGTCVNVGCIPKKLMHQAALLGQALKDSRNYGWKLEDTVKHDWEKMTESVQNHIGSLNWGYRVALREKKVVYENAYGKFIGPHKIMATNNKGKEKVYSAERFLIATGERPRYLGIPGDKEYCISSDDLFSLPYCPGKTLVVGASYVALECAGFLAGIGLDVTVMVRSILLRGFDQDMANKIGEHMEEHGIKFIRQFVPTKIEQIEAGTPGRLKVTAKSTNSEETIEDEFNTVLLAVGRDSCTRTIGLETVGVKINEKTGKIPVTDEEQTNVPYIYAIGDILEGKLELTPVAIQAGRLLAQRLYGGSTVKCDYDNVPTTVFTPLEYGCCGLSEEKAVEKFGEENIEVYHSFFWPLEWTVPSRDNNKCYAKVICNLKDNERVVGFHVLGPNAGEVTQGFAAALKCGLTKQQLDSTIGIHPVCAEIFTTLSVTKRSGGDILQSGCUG
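Rat TrxR1, dispensed at 90 nM, was prereduced with 400 uM NADPH (final) for 5 min at ~22 deg C, then incubated with compound 15 min before 400 uM selenite. A first-read NADPH fluorescence drop versus no-compound background flagged substrates.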
USP1-UAF1 inh: blocks the human USP1/UAF1 deubiquitinase complex; O94782; Potency, µM (titrated, usually from 57.1 µM), without a hit: top-dose activity change, negative = inhibition, actives largely listed as inhibitors; hit rate 0.23% among 390,000; recombinant USP1/UAF1, Ub-Rhodamine cleavage fluorescence; further: potency means the concentration at half of the fitted maximal effect; on the % scale 0 is the no-effect control and ±100 the full control effect; nearly all actives have a fitted effect of over 60% in size; inactives centre near -12
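In this screen, compounds sit with the deubiquitinase complex (1nM) for 15 min at room temperature before Ub-Rho is added at 150nM final. Fluorescence rise is then followed for 6 reads every 60 seconds.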
TrxR1 inh: inhibitors of rat thioredoxin reductase 1. O89049. recombinant rTrxR1, NADPH fluorescence consumption, selenite substrate. Potency, µM (highest dose often 114 µM), for the others: at the top dose activity change, negative = inhibition, hits mostly inhibitors. hit rate 1% among 390,000; further: potency means the concentration at half of the fitted maximal effect; on the % scale 0 is the no-effect control and ±100 the full control effect; nearly all actives have a fitted effect of over 65% in size
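Rat TrxR1 (90 nM in the dispensed reagent) was pre-reduced with 400 uM NADPH for 5 min at room temperature, then incubated with compound for 15 min. After 400 uM selenite was added, NADPH fluorescence (Ex 340/Em 450 nm) was followed for 8 min.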
D2 agonist: D2 dopamine receptor (human) agonism | P14416 | HEK293 T-REx D2 cells, calcium flux agonist mode | activation, % at 2 µM | hit rate 0.53% among 340,000 | AID 485358;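 active means activation over 3 SD above normal in the single-dose calcium agonist read, cut at about 30% in these data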; further: 0% is about no effect
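Tetracycline-induced HEK293 Trex cells with D2 receptor force-coupled to calcium signaling, plated overnight at 30 C and loaded with no-wash calcium dye. Calcium flux read kinetically for 180 s after compound addition; responses flag agonists.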
D2 antag: D2 dopamine receptor (human) antagonism; P14416; HEK293 TREx D2 cells, calcium flux, dopamine EC80; inhibition, % at 10 µM; hit rate 2% among 340,000; AID 485344; in the data active means inhibition above about 30%; further: 0% is about no effect
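Overnight-induced (tetracycline, 30 C) HEK293 T-REx cells carrying force-coupled D2 receive a no-wash calcium dye, then compound, then EC80 dopamine at 180 s; signals are read kinetically throughout.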
TRHR PAM: TRH receptor (human) allosteric enhancement; TRHR cells, fluo-8 calcium fluorescence, EC20 TRH enhancement; hit rate 0.66% among 360,000; AID 493056; enhancement, % at 2 µM; in the data active means enhancement above about 30%; further: 0% is about no effect
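Enhancer read-out: after compound pinning and an initial kinetic agonist-mode read, an EC20 of TRH (10 nM final) was injected and fluo-8 calcium signal (Ex 480/Em 530) followed at 1 s/cycle for 100 cycles in TRHR-expressing cells.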
Starred values were filed as active, the others as inactive; [ ] = another dose, or the depositor's remark. Unless noted, the call rests on the fitted dose curve; in most records, active means well fitted inhibition curve with a large enough effect; inconclusive means small, poorly fitted or top-dose-only effect; inactive means no such curve, though single readings can be large or run the other way.

What do the screens show for `CCOC(=O)c1cnc2c(C(=O)OC)cccc2c1NCCN1CCOCC1`?
TRHR ag: 0.1; Pin1 inh: -6.6%; mIDH1 inhibitor: 5.1%; TrxR1 substrate: 7.9%[57.1 µM]; USP1-UAF1 inh: -19.7%; TrxR1 inh: -13.7%[57.1 µM]; D2 agonist: -0.5; D2 antag: -5.4; TRHR PAM: 0.3

What do the screens show for `O=C1CC(c2ccc(F)cc2)Sc2nc(-c3ccccc3)c(-c3ccccc3)n21` (configuration not stated)?
TRHR ag: 0.0; Pin1 inh: -1.1%; mIDH1 inhibitor: -3.3%; TrxR1 substrate: 1.9%; USP1-UAF1 inh: 3.0%; TrxR1 inh: -4.1%; TRHR PAM: 3.4

What do the screens show for `O=C(Cc1cccc2ccccc12)N/N=C/c1ccc(Sc2cccc3cccnc23)o1`?
TRHR ag: 0.9; D2 agonist: 0.7; D2 antag: 2.0; TRHR PAM: -0.4

What do the screens show for `COC(=O)c1ccc(CNC(=O)c2ccc(S(=O)(=O)N3CCCCCC3)cc2)cc1`?
Pin1 inh: -0.1%; mIDH1 inhibitor: -4.4%; TrxR1 substrate: 0.4%[2.29 µM]; USP1-UAF1 inh: -9.7%; TrxR1 inh: 13.8%[57.1 µM]

How did CCCCN1CC(COCc2ccccc2)Oc2cccc(N3CCCC3)c2S1(=O)=O (configuration not stated) do in these assays?
Pin1 inh: 0.2%; mIDH1 inhibitor: 3.1%; TrxR1 substrate: -9.4%; USP1-UAF1 inh: -6.1%; TrxR1 inh: -4.7%

What do the screens show for `O=C(COC(=O)C1CC1)Nc1ncc(Cl)cc1Cl`?
TRHR ag: 1.1; Pin1 inh: inconclusive; mIDH1 inhibitor: -4.3%; TrxR1 substrate: 1.6%[57.1 µM]; USP1-UAF1 inh: -10.1%; TrxR1 inh: 3.2%[57.1 µM]; D2 agonist: 1.2; D2 antag: 13.3; TRHR PAM: 4.8

What do the screens show for `Cc1ccc(NC(=O)C(NCc2ccccn2)c2ccccc2)cc1` (configuration not stated)?
TRHR ag: 0.3; Pin1 inh: 1.7%; mIDH1 inhibitor: 0.0%; TrxR1 substrate: -7.8%; USP1-UAF1 inh: -25.2%; TrxR1 inh: -8.1%; D2 agonist: 0.9; D2 antag: 12.4; TRHR PAM: 1.7

Results for O=C(NC1CCN(C(=S)Nc2ccc(Cl)cc2)CC1)C1CCCCC1 ?
TRHR ag: -1.7; Pin1 inh: 0.8%; mIDH1 inhibitor: -4.5%; TrxR1 substrate: 10.8%[57.1 µM]; USP1-UAF1 inh: -15.9%; TrxR1 inh: 31.9%[57.1 µM]; D2 agonist: 0.3; D2 antag: -12.0; TRHR PAM: 0.5

What do the screens show for `O=C(NNC(=O)c1ccccc1O)c1ccc(Cl)cc1`?
TRHR ag: 0.2; Pin1 inh: 3.1%; mIDH1 inhibitor: 15.4%; TrxR1 substrate: 7.4%[57.1 µM]; USP1-UAF1 inh: -7.0%; TrxR1 inh: 26.2%[57.1 µM]; D2 agonist: 0.0; D2 antag: 26.7; TRHR PAM: 10.1

Results for CCCCNC(=O)/C(C#N)=C/c1ccc2c(c1)OCCO2 ?
TRHR ag: -1.8; Pin1 inh: -3.9%; mIDH1 inhibitor: -3.3%; TrxR1 substrate: 6.2%[57.1 µM]; USP1-UAF1 inh: -0.8%; TrxR1 inh: 10.5%[57.1 µM]; D2 agonist: -0.6; D2 antag: -3.9; TRHR PAM: -2.4

Results for Cc1noc(C)c1C(=O)N(C)CC(=O)Nc1ccc(F)c(F)c1F ?
TRHR ag: 0.2; Pin1 inh: -3.3%; mIDH1 inhibitor: 4.3%; TrxR1 substrate: -1.8%; USP1-UAF1 inh: -1.8%; TrxR1 inh: 7.4%; D2 agonist: 0.5; D2 antag: 7.5; TRHR PAM: 6.4

Results for CCC(=O)c1ccc(OCC(=O)NCC2COc3ccccc3O2)cc1 (configuration not stated) ?
TRHR ag: -0.4; Pin1 inh: 6.0%; mIDH1 inhibitor: -3.5%; TrxR1 substrate: -3.7%; USP1-UAF1 inh: -2.2%; TrxR1 inh: 10.7%; D2 agonist: 0.0; D2 antag: 1.9; TRHR PAM: -6.4

What do the screens show for `Clc1cccc(-c2nc3ccccn3c2Nc2ccc3c(c2)OCCO3)c1`?
TRHR ag: 0.1; Pin1 inh: inconclusive; mIDH1 inhibitor: -6.6%; TrxR1 substrate: 60.8%[activator]; USP1-UAF1 inh: -17.0%; TrxR1 inh: -15.6%; D2 agonist: 1.4; TRHR PAM: -7.2

How did COc1ccc(/C=N/NC(=O)c2cccc(OC(F)(F)C(F)F)c2)c(OC)c1OC do in these assays?
TRHR ag: -0.7; Pin1 inh: 1.7%; mIDH1 inhibitor: 1.2%; TrxR1 substrate: -5.7%; USP1-UAF1 inh: -8.9%; TrxR1 inh: -5.6%; D2 agonist: -0.8; D2 antag: 21.6; TRHR PAM: 20.0

What do the screens show for `COc1ccc(CCNC(=O)c2ccc(=O)[nH]n2)cc1OC`?
TRHR ag: 2.2; Pin1 inh: -1.2%; mIDH1 inhibitor: 0.9%; TrxR1 substrate: 3.4%[57.1 µM]; USP1-UAF1 inh: -12.4%; TrxR1 inh: 27.2%[57.1 µM]; D2 agonist: 1.5; D2 antag: -4.4; TRHR PAM: 19.0

Results for O=C(CSc1n[nH]c(-c2ccncc2)n1)Nc1ccccc1Cl ?
TRHR ag: -0.1; Pin1 inh: 0.9%; mIDH1 inhibitor: -3.5%; TrxR1 substrate: 0.3%; USP1-UAF1 inh: -13.7%; TrxR1 inh: 37.4%[57.1 µM]; D2 agonist: 0.5; D2 antag: -10.1; TRHR PAM: 1.0

What do the screens show for `Cc1ccc(-c2csc(N3N=C(c4ccccc4)/C(=C\c4ccc(N(C)C)cc4)C3=O)n2)cc1`?
TRHR ag: 0.2; D2 agonist: 0.1; D2 antag: 19.0; TRHR PAM: -5.4

What do the screens show for `O=C(O)COc1ccccc1/C=N/NC(=O)COc1ccc(-c2ccccc2)cc1`?
TRHR ag: -0.2; Pin1 inh: -13.6%; mIDH1 inhibitor: 3.1%; TrxR1 substrate: -4.8%; USP1-UAF1 inh: -11.1%; TrxR1 inh: 5.2%; D2 agonist: -1.2; D2 antag: 2.7; TRHR PAM: 2.8

How did CCN(CC(=O)Nc1c(F)cccc1F)C(=O)CNC(=O)c1ccc2c(c1)OCO2 do in these assays?
TRHR ag: 0.4; Pin1 inh: 3.3%; mIDH1 inhibitor: -1.6%; TrxR1 substrate: 6.8%; USP1-UAF1 inh: -22.7%; TrxR1 inh: 15.0%; D2 agonist: -1.2; D2 antag: -7.5; TRHR PAM: 8.1

What do the screens show for `CCOc1cc(-c2n[nH]c(=S)n2Cc2ccccc2)ccc1OC(F)F`?
TRHR ag: -0.4; Pin1 inh: 1.4%; mIDH1 inhibitor: -0.4%; TrxR1 substrate: -6.5%; USP1-UAF1 inh: -24.8%; TrxR1 inh: -17.4%; D2 agonist: 0.0; D2 antag: -15.0; TRHR PAM: -1.8

What do the screens show for `Cn1c(C(=O)N2CCc3ccccc3C2)cc2c(=O)n3ccccc3nc21`?
TRHR ag: -0.5; Pin1 inh: inconclusive; mIDH1 inhibitor: -13.6%; TrxR1 substrate: 352.3%[activator][57.1 µM]; USP1-UAF1 inh: -4.4%; TrxR1 inh: 9.7%[57.1 µM]; D2 agonist: 0.0; D2 antag: -9.2; TRHR PAM: 6.4

What do the screens show for `CCOC(=O)CC(=O)CSc1nc2ccccc2c(=O)n1-c1ccc(C(=O)N2CCOCC2)cc1`?
TRHR ag: 1.0; Pin1 inh: 8.4%; mIDH1 inhibitor: -4.9%; TrxR1 substrate: 3.5%; USP1-UAF1 inh: -8.9%; TrxR1 inh: 11.7%; D2 agonist: 0.2; D2 antag: 2.4; TRHR PAM: 1.1

What do the screens show for `COCCn1c(-c2ccc(Br)cc2)csc1=Nc1cccnc1`?
TRHR ag: -0.6; Pin1 inh: -1.6%; mIDH1 inhibitor: 14.3%; TrxR1 substrate: 10.5%[57.1 µM]; USP1-UAF1 inh: -21.4%; TrxR1 inh: 24.7%[57.1 µM]; D2 agonist: 1.6; D2 antag: 23.9; TRHR PAM: -9.0

What do the screens show for `Cc1ccc(OC(=O)c2cc(-c3ccccc3)nc3ccc(C)cc23)cc1`?
TRHR ag: 0.1; Pin1 inh: -6.0%; mIDH1 inhibitor: 23.7%; TrxR1 substrate: 76.6%[activator]; USP1-UAF1 inh: -18.9%; TrxR1 inh: 129.4%[activator]; D2 agonist: 2.0; TRHR PAM: -4.6

Results for S=c1[nH]ncn1/N=C/c1ccc(N2CCOCC2)cc1 ?
TRHR ag: 0.7; Pin1 inh: -1.6%; mIDH1 inhibitor: 3.8%; TrxR1 substrate: 1.7%; USP1-UAF1 inh: -9.9%; TrxR1 inh: inconclusive; D2 agonist: 0.1; D2 antag: -5.9; TRHR PAM: 7.5

How did O=C(NCc1ccccc1C(F)(F)F)C1CC(O)CN1C(=O)Nc1ccccc1 (configuration not stated) do in these assays?
TRHR ag: 0.3; Pin1 inh: 0.8%; mIDH1 inhibitor: -7.5%; TrxR1 substrate: 1.2%; USP1-UAF1 inh: -23.5%; TrxR1 inh: 17.8%; D2 agonist: 0.1; D2 antag: 18.0; TRHR PAM: -7.7

How did CCOC(=O)C1(C(=O)O)NC(=O)CC1c1ccccc1 (configuration not stated) do in these assays?
TRHR ag: -0.5; Pin1 inh: 3.8%; mIDH1 inhibitor: 5.7%; TrxR1 substrate: 7.7%[57.1 µM]; USP1-UAF1 inh: -4.6%; TrxR1 inh: -2.9%; D2 agonist: 0.3; D2 antag: 7.6; TRHR PAM: 1.0

What do the screens show for `O=C(NCCN1CCN(c2ccccc2)CC1)c1cccn2c(=O)c3ccccc3nc12`?
TRHR ag: -0.5; Pin1 inh: -4.1%; mIDH1 inhibitor: -1.9%; TrxR1 substrate: -12.9%; USP1-UAF1 inh: -7.9%; TrxR1 inh: -14.2%; D2 agonist: 6.3; D2 antag: 18.0; TRHR PAM: -0.9

An excerpt; rates above refer to the full screens.
